# Assay outcomes: PubChem, several laboratories
# SR-BI DiI-HDL act – activators of SR-BI mediated HDL lipid uptake. activation, % at 12.5 µM. 320,000 tested, 0.096% active. CHO ldlA[mSR-BI] cells, DiI-HDL uptake fluorescence, 3 h; 100 = double the neutral-control signal;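 active means mean replicate activation of at least 60% and every replicate at or above 60%; inconclusive means mean or all-replicate condition met, but not both; inactive means mean below 60% and not all replicates reaching 60%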;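 further: 0% = median plate neutral-control signal and 100% = twice that signal; values of inactives mirror those of a sister screen read the other way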
#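 Test system: SR-BI-overexpressing, LDLR-lacking CHO cells; Medium: Ham's F12 with 0.5% BSA, HEPES 25 mM, pH 7.4; Schedule: 3 h, 37 °C; Technique: bottom-read fluorescence, 550/595 nm.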
# MITF act – activators of MITF-driven TRPM1 promoter activity in SK-MEL-5 cells | SK-MEL-5 TRPM1-promoter luciferase, 24 h; % of positive control, neutral wells = 0 | activation, % at 12.5 µM | 300,000 tested, 0.75% active;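 active means mean activation of at least 80% with every replicate also reaching 80%; inconclusive means mean reaches 80% but some replicate falls short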;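 further: 0% = neutral control wells and 100% = parthenolide positive control wells; values of inactives mirror those of a sister screen read the other way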
# cardiac RTF act – cardiac RTF calcium sensitization | P19429+P45379 | IANBD-labeled TnC RTF fluorescence at EC20 calcium; 0% EC20 calcium, 100% full calcium | activation, % at 7.2 µM | 340,000 tested, 0.24% active | AID 493008;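 active means activation above the mean over all tested compounds plus 3 SD, cut at about 30% in these data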;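 further: rise in fluorescence read as greater calcium sensitivity of cardiac thin filaments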
# PvdQ acylase – P. aeruginosa PvdQ acylase inhibition. 340,000 tested, 0.063% active. AID 488965. inhibition, % at 10 µM. purified PvdQ acylase, fluorescence plate reader; in the data active means inhibition above about 30%, passing the limit was not always enough; inconclusive means no clear call, values can overlap the other calls;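 further: 0% = vehicle neutral wells and 100% = reference inhibitor wells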
# CDK5 inh – blocks human CDK5/p35 kinase activity; Q00535+Q15078; 330,000 tested, 0.01% active; inhibition, % at 10 µM; Recombinant CDK5/p35, ADP-Glo luminescence, 60 min;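 active means highest replicate inhibition of at least 50% and at least 75% of replicates reaching 50%; inconclusive means only one of the two criteria met; inactive means both criteria failed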;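 further: plate controls were DMSO neutral control for no effect and GW8510 at 10 µM for full effect; many of its hits are not listed in these tables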
# HTR5A ag – HTR5A agonism, opioid heterodimer counter-screen; P47898; HTR5A agonist assay, luminescence, cell-based; activation, % at 9.3 µM; 340,000 tested, 0.61% active; in the data active means activation mostly above about 9.5%, no sharp cut-off; inactive means mostly below about 7.6%;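 further: 0% = cells with vehicle only and 100% = reference agonist; strong numbers were not always called active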
# Target sequence (P47898 whole entry, looked up): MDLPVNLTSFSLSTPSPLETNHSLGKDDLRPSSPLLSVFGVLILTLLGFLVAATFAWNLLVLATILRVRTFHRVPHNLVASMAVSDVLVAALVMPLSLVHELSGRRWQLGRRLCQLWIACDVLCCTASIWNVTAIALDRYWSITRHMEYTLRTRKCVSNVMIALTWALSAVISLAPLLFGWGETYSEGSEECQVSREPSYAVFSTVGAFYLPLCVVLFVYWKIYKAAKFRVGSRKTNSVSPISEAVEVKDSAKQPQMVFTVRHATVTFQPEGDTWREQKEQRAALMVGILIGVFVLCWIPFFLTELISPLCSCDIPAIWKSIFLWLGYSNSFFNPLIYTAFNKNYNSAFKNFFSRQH
# Wnt act – Wnt/beta-catenin pathway activation | Wnt/beta-catenin reporter cell assay, activator, plate reader | activation, % at 9.35 µM | 300,000 tested, 1.2% active | AID 743398; in the data active means activation above about 30%, passing the limit was not always enough; inconclusive means no clear call, values can overlap the other calls;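 further: 0% = neutral control wells and 100% = positive control wells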
# Rtt109 Vps75 – inhibitors of Candida albicans Rtt109/Vps75 histone acetyltransferase | AID 540336 | Q5AAJ8 | inhibition, % at 34.9 µM | purified Rtt109/Vps75, ThioGlo CoA-SH fluorescence, 4 h | 330,000 tested, 0.16% active;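 active means inhibition of at least 50% in every replicate; inconclusive means best replicate reaches 50% inhibition but some replicates fall short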
# Target sequence (Q5AAJ8 whole entry, looked up): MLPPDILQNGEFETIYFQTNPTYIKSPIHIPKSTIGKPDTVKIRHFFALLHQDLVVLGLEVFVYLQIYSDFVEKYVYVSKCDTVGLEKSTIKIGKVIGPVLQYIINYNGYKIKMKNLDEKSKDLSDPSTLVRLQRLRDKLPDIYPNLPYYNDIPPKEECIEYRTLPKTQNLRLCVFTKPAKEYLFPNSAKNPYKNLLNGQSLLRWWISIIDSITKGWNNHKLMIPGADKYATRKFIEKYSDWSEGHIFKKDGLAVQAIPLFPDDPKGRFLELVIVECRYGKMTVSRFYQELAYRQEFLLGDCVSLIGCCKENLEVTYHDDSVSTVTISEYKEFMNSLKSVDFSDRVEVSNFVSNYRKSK
# dFosB activator – mouse delta FosB homodimer activation. purified delta FosB, TAMRA-CDK5 oligo fluorescence polarization; percent of positive-control signal above neutral wells. AID 493131. activation, % at 25 µM. P13346. 340,000 tested, 0.99% active;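 active means mean activation above about 17%, with every replicate also reaching it, limit read from the data, passing the limit was not always enough; inconclusive means only one of the two conditions met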;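 further: fluorescence polarization rise as delta FosB binds a TAMRA Cdk5 AP-1 oligo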
# Target sequence (P13346 whole entry, looked up): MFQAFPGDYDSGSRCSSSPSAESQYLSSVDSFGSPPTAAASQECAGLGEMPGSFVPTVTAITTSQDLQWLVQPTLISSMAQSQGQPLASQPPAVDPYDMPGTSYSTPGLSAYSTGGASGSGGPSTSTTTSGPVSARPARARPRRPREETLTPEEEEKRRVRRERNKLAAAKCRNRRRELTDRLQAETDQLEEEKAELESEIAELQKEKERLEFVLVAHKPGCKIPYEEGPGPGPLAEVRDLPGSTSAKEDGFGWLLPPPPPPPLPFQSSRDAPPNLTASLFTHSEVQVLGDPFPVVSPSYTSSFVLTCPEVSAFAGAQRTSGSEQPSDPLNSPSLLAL
# SR-BI DiI inh – mouse SR-BI HDL lipid transfer inhibition | Q61009 | ldlA[mSR-BI] CHO cells, DiI-HDL uptake fluorescence, 3 h | inhibition, % at 12.5 µM | 320,000 tested, 0.96% active;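 active means mean replicate inhibition of at least 70% and a set share of replicates each scoring 70 or more; inconclusive means meets just one of the two criteria; inactive means fails both criteria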;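 further: 0% = median of neutral control wells and 100% = median of positive control wells; values of inactives mirror those of a sister screen read the other way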
# * = called active by the depositor; ? = inconclusive; . = not tested or not shown. Hits appear at their usual frequency. Share with any hit: about 4.4%.
SMILES,SR-BI DiI-HDL act,MITF act,cardiac RTF act,PvdQ acylase,CDK5 inh,HTR5A ag,Wnt act,Rtt109 Vps75,dFosB activator,SR-BI DiI inh
Cc1c(Cc2ccc3c(c2)OCO3)sc(NC(=O)C(C)(C)C)c1C#N,-16,-5,-2,8,-0.8,7,-3,-4,-7,16
O=C(Nc1ccc(NC(=O)c2ccc(Cl)cc2Cl)cc1)c1cccs1,-21,12,-6,7,-0.7,7,0,8,7,21
COc1cc(C(C(=O)NC2CCCCC2)N(CCN2CCOCC2)C(=O)C2COc3ccccc3O2)cc(OC)c1OC (stereo unspecified),6,4,5,-5,-1.2,-1,-1,0,3,-6
Cc1ccc(-c2ccc(=O)n(CC(=O)NCCCN3CCCCC3C)n2)cc1 (stereo unspecified),39,-14,3,-8,-0.3,3,.,1,-6,-39
O=C(N1CCCCC1)C12CC3CC(CC(C3)C1)C2,-4,-1,3,-9,-1.3,4,.,-10,1,4
O=C(NNC(=O)c1ccc(NC(=O)c2ccccc2)cc1)c1ccccc1,-27,-5,.,-8,-0.4,.,-14,-1,18*,27
COc1ccc(S(N)(=O)=O)cc1C(=O)NCCCN1CCN(c2cccc(Cl)c2)CC1,-21,1,2,-5,-1.4,3,.,1,1,21
O=C(O)c1ccccc1C(=O)NC1CCCc2ccccc21 (stereo unspecified),12,7,1,-6,-1.1,3,0,-2,1,-12
Oc1[nH]c2ccc(Br)cc2c1N=NC(=S)NCC1CCCO1 (stereo unspecified),-15,-29,-6,-11,0.8,0,-4,22,-7,15
Cc1ccc2ncccc2c1,5,0,-1,2,0.7,7,-1,3,5,-5
Cc1ccc(CNC(=O)C(=O)c2cn(CC(=O)N3CCCC3)c3ccccc23)cc1,-13,46,-5,4,0.2,1,3,16,-13,13
Cc1cc2nc3c(=O)[nH]c(=S)[nH]c3nc2cc1NC(=O)C(F)(F)F,17,-6,65*,2,-1.3,5,0,-63,-4,-17
O=C(CN1CCOCC1)NNC(=O)c1ccc(Cl)cc1,-3,6,-4,-6,2.7,1,5,-17,1,3
CCc1cccc(NC(=O)C2CCCN(S(=O)(=O)c3c(C)[nH]c(=O)[nH]c3=O)C2)c1 (stereo unspecified),24,10,1,-3,-0.1,7,.,-5,2,-24
CC(=O)Nc1cccc(NC(=O)C2CC(=O)N(c3ccc(C)cc3)C2)c1 (stereo unspecified),-16,-8,1,-11,-0.2,8,-2,-1,-10,16
CCOc1ccc(NC(=O)CCc2ccc(C)o2)cc1,1,32,2,1,-1.4,-3,-2,0,-10,-1
S=C(Nc1ccc(Cl)c(Cl)c1)NC1CCN(Cc2ccccc2)CC1,-22,-38,-6,-19,0.2,12*,.,19,-14,22
CNC(=S)N1N=C(c2ccc(OC)cc2)CC1c1ccc(N(C)C)cc1 (stereo unspecified),-19,-4,8,3,0.4,1,.,11,1,19
Cc1cnc(NC(=O)CSCc2c(C)noc2C)s1,17,-2,-1,-11,3.2,-1,-2,-9,6,-17
CCN(CC)c1nc(N)n(CCSC(=S)N(C)C)c(=O)n1,23,.,-2,3,0.9,1,3,6,2,-23
O=C(C1=C(O)C(=O)N(CC2CCCO2)C1c1ccc(Cl)cc1)c1ccco1 (stereo unspecified),.,.,1,-1,-1.1,1,-1,12,-6,.
C=CCc1cccc(C=Nc2ccc(Br)cc2)c1O,15,-7,3,-8,0.2,2,-1,1,-6,-15
O=C(CSC1=NCCS1)Nc1ccccc1F,21,2,-2,-12,-1.0,4,.,-14,4,-21
COc1ccc(-n2nc(C)c3c(=O)c4c([nH]c32)CCCC4)cc1,-11,1,-3,-9,1.2,2,1,-20,-3,11
CCC1CCCCN1CCCNC(=O)CN1C(=O)c2cccnc2Oc2ccc(Cl)cc21 (stereo unspecified),5,10,-2,-16,-0.1,1,0,-7,-8,-5
CCCc1cc(=O)oc2c(C)c(OCC(=O)NCCCN3CCOCC3)ccc12,-16,8,-1,-25,-2.3,-5,1,-11,-19,16
CCOP(=O)(OCC)C(Nc1cccc(C(F)(F)F)c1)c1ccc(C)cc1 (stereo unspecified),1,4,-17,-11,-0.9,2,-6,-4,-15,-1
Cc1ccc(CONC(=O)c2ccc([N+](=O)[O-])cc2)cc1,4,14,1,2,1.7,-5,6,0,4,-4
CCOc1ccc(NC(=O)CN(C)c2nnnn2-c2ccccc2)cc1OCC,-16,.,10,-8,-0.2,0,0,0,-11,16
CCOc1ccccc1NC(=O)NC(C)c1ccc2c(c1)OCO2 (stereo unspecified),-4,-9,-3,3,0.0,0,-1,2,0,4
O=C(NCc1ccccc1C(F)(F)F)C1CCC(=O)N(C2CCCCCC2)C1 (stereo unspecified),-2,-4,0,-14,-1.7,-2,0,1,-14,2
CCCN1C(=O)C(=O)N(CC(=O)c2cc(C)n(C3CC3)c2C)C1=O,-21,89*,0,-2,-0.6,-5,26,-5,9,21
CS(=O)(=O)c1ccc2nc(NC(=O)c3cc(-c4ccccc4)nn3-c3ccccc3)sc2c1,-37,-5,4,9,-2.6,-2,-6,10,29*,37
COc1ccc(NC(=O)c2nc(S(=O)(=O)Cc3cccc(C)c3)ncc2Cl)c(OC)c1,7,-39,-6,-5,-1.3,3,0,-9,-9,-7
O=C(O)C[C@H]1c2cc(C(F)(F)F)ccc2S(=O)(=O)N1C1CCCCC1,10,1,-7,3,0.1,4,-2,-4,4,-10
COc1ccc(-c2nc3cc(NC(=S)NC(=O)Cc4ccccc4)ccc3o2)cc1,-22,97*,5,-4,-1.5,-2,.,-1,-5,22
COc1ccc([N+](=O)[O-])cc1NC(=O)C(C)N(C)Cc1cccc(OC)c1OC (stereo unspecified),-26,-9,5,-3,-2.3,3,.,1,-6,26
CC(C)Oc1ccc(S(=O)(=O)N2CCCCC2)cc1NC(=O)CN1C(=O)NC(C)(C2CC2)C1=O (stereo unspecified),12,3,-4,-8,-0.3,5,-1,10,-12,-12
Cn1cc(Br)c(C(=O)N/N=C/c2cc3ccccc3nc2Cl)n1,-19,21,1,-1,-3.7,5,4,-6,-32,19
N#Cc1ccc(NC(=O)COc2ccc(-n3cnnn3)cc2)cc1,-15,0,8,-17,2.0,-4,1,2,5,15
CCCCn1cnc2c1c(=O)n(C)c(=O)n2C,32,4,-5,4,-0.4,0,1,7,-1,-32
Cc1cc(C)cc(NC(=S)N(Cc2cccc(Br)c2)CC2CCC(C(=O)O)CC2)c1 (stereo unspecified),23,3,0,-9,-1.9,-1,-1,.,-6,-23
COc1ccccc1N(CC(=O)NCCC1=CCCCC1)S(=O)(=O)c1ccccc1,0,-8,9,-6,0.0,0,.,4,-18,0
CCOc1ccccc1NC(=O)COC(=O)CSc1ccc(Cl)cc1,33,8,-5,-3,-0.4,-1,0,-3,-1,-33
N#C/C=C(/c1ccc(F)cc1)N1CCOCC1,6,-4,0,-8,-0.5,2,9,3,-5,-6
COC(=O)c1sccc1NC(=O)Cn1nnc(-c2ccccc2C)n1,2,1,-1,13,1.1,-2,0,7,-10,-2
CC(=O)Nc1nn(C)c2nc3cc(C)ccc3cc12,-8,-7,-2,-2,-0.3,-7,.,-32,0,8
Cc1ccc(NC(=O)C(=O)NCCCN2CCCC2=O)c(C)c1,21,31,-9,3,1.0,9,2,1,8,-21
COc1ccccc1/C=C/CN1CCC(n2nccc2NC(=O)C2CC2)CC1,-1,15,-3,2,0.0,-4,0,3,-4,1
CCOc1ccc(NC(=O)Cc2ccccc2)cc1,16,83*,2,1,3.8,2,35*,-8,8,-16
Cc1noc(C)c1COc1cccc(C(=O)Nc2ccc3c(c2)OCO3)c1,-7,17,-3,-14,0.5,5,6,-9,-1,7
CC(=O)Nc1c(Cl)cc([N+](=O)[O-])c2ccccc12,14,-6,-2,-7,.,4,-2,-3,1,-14
O=C1c2ccccc2C(=O)C12Cc1ccccc1N1CCN(c3ccccc3)CC12 (stereo unspecified),-11,-10,7,8,1.1,3,4,?,-3,11
O=C(CC1C(=O)NCCN1Cc1ccccc1C(F)(F)F)NCCN1CCCCC1=O (stereo unspecified),15,-3,9,-18,-1.0,2,-2,-15,-1,-15
Cc1ccc(C(=O)N[C@@H](C)CN2C3=NC[C@H](C(C)C)N3C[C@H]2Cc2ccc(O)cc2)cc1Br,-7,5,-4,-11,1.1,0,0,13,-9,7
O=C(CCCN1C(=O)c2ccccc2C1=O)Nc1ccccc1C(=O)N1CCOCC1,-7,1,1,-8,-0.3,-3,.,-4,6,7
Cc1ccc(/C=N/Nc2nncc(-c3ccccc3)n2)o1,-9,33,.,-5,0.7,.,5,0,3,9
COc1cccc(OC)c1C(=O)Oc1ccc2c(c1)O/C(=C\c1ccncc1)C2=O,-47,-11,3,-9,1.7,5,-3,0,-5,47
COc1ccc(-c2cc(OC)c3ccccc3n2)cc1,-35,-4,1,-4,1.2,4,.,4,-23,35
CC(NC(=O)C1(c2cccs2)CCOCC1)c1ccccc1 (stereo unspecified),28,1,6,-11,-2.2,2,-1,-9,5,-28

# One compound at a time, from the list above:
# Results for `S=C(Nc1ccc(Cl)c(Cl)c1)NC1CCN(Cc2ccccc2)CC1` : SR-BI DiI-HDL act = -22; MITF act = -38; cardiac RTF act = -6; PvdQ acylase = -19; CDK5 inh = 0.2; HTR5A ag = 12*; Wnt act = .; Rtt109 Vps75 = 19; dFosB activator = -14; SR-BI DiI inh = 22
# Results for `Cc1ccc2ncccc2c1` : SR-BI DiI-HDL act = 5; MITF act = 0; cardiac RTF act = -1; PvdQ acylase = 2; CDK5 inh = 0.7; HTR5A ag = 7; Wnt act = -1; Rtt109 Vps75 = 3; dFosB activator = 5; SR-BI DiI inh = -5

# Remaining list, next part.
SMILES,SR-BI DiI-HDL act,MITF act,cardiac RTF act,PvdQ acylase,CDK5 inh,HTR5A ag,Wnt act,Rtt109 Vps75,dFosB activator,SR-BI DiI inh
Cc1cc(NC(=O)CSc2nc3ccccc3c(=O)n2CCCC(=O)NCc2ccccc2)n[nH]1,-13,2,-2,10,0.0,-1,.,2,-8,13
O=C(NCc1ccncc1)c1nc(-c2ccc(C(F)(F)F)cc2)no1,20,5,-6,-5,1.1,2,1,-6,-4,-20
CCc1nnc(NC(=O)CCC(=O)Nc2ccc(C)cc2)s1,6,-2,0,-10,.,-3,0,2,7,-6
CC(Sc1nnc(-c2ccccc2)c(-c2ccccc2)n1)C(=O)NCC1CCCO1 (stereo unspecified),-31,1,1,12,1.3,2,-2,.,-2,31
c1ccc(Cn2nnc3c(N4CCC5(CC4)OCCO5)ncnc32)cc1,-2,19,-5,13,1.4,2,0,11,-12,2
CN(C)N1C(N)=C(C#N)C(c2cccnc2)C2=C1CC(C)(C)CC2=O (stereo unspecified),34,6,-6,-7,-0.5,6,-2,4,0,-34
